# Screening data as filed in PubChem.
# Polio RdRp inh: poliovirus RNA polymerase inhibition. P03300. poliovirus polymerase elongation, fluorescence polarization; hits give low values. % elongation, % (compound at 16.7 µg/mL). 150,000 compounds, 0.66% hits. AID 588519; in the data active = % elongation below about 90%; note: some results filed as inactive read as strong as hits
# Target sequence (P03300 1749-2209 limits assumed): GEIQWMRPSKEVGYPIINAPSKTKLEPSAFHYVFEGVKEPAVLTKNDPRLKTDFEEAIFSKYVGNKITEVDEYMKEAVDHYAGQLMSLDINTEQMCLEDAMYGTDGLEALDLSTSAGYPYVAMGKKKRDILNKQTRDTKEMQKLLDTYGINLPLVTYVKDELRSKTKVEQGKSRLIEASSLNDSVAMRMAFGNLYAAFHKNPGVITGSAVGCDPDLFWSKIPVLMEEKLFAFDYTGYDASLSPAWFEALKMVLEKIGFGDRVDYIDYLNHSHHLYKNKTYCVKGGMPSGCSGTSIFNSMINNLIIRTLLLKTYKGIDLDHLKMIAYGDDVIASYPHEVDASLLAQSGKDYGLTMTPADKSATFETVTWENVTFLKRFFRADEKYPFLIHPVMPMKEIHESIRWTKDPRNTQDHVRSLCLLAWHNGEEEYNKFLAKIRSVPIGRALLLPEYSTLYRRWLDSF
# Polio RdRp inh FP z-score: recorded beside Polio RdRp inh, whose call it bears; z-score; measured here: FP z-score; hits read low
# Active calls of the source: *.
SMILES,Polio RdRp inh,Polio RdRp inh FP z-score
COC(=O)CN1C=C(C(=O)OC)C(c2cccc(Cl)c2)C(C(=O)OC)=C1,102,0.5
Cc1cc(NS(=O)(=O)N2CCOCC2)no1,100,-0.6
Cc1ccc2nc(N3CCN(c4ccccc4)CC3)c3nnnn3c2c1,107,0
COC(=O)c1ccc(CSc2nc3ccccc3s2)o1,98,-0.7
O=C1CCCN1CCCNc1nc2c(S(=O)(=O)c3ccc(Br)cc3)nnn2c2ccccc12,98,-1.8
O=C(CSc1nc2c(c(=O)n1CCc1ccccc1)SCC2)Nc1nccs1,101,-0.2
CC1CN(C(=O)NCc2ccccc2)c2ccccc2S1 (stereo unspecified),100,-0.7
O=C(O)CSc1nc2cc(C(F)(F)F)ccc2n1Cc1ccccc1,103,0.2
COC(=O)c1cc2oc3ccccc3c2n1CC(=O)N(C)c1ccccc1,105,0.9
C=CCn1c(=S)sc2c(Sc3nnc(-c4ccco4)o3)ncnc21,99,-0.7
CN(CCNC(=O)c1cc2c(=O)n(C)c3ccccc3c2s1)Cc1ccccc1,103,0.4
O=C(O)c1ccc(CSc2nnc(COc3ccc(Cl)cc3Cl)o2)cc1,101,-0.1
CC(=O)Nc1ccc(NC(=O)CC2C(=O)Nc3ccccc3N2C(C)=O)cc1 (stereo unspecified),100,-0.3
O=C(/C=C\Nc1cccc(N/C=C\C(=O)c2ccccc2)c1)c1ccccc1,105,0.1
Cc1ccc(O)c(C(=O)c2cnn(C(=O)Cc3csc(C)n3)c2)c1,86*,-2*
CCOC(=O)N1C/C(=C/c2ccsc2)C(=O)/C(=C\c2ccsc2)C1,98,-0.3
N#CC(N)c1ccc(F)cc1 (stereo unspecified),115,2
Cc1oc(-c2cccc(Br)c2)nc1CN1CCC(C(=O)NCc2ccccc2)CC1,100,-0.4
Cc1ccc(C(=O)/C=c2\[nH]c(=O)/c(=C/c3cccnc3)s2)cc1,101,-0.2
Cc1ccc2c(COC(=O)c3ccc(S(=O)(=O)NCc4ccco4)cc3)cc(=O)oc2c1,103,0
Cc1cc(N2CCN(C)CC2)nc2ccc(NC(=O)Nc3ccc(Cl)cc3)cc12,107,0.3
CN1CCC=C(Cc2n[nH]c(=O)c3ccccc23)C1,103,0.2
Cc1noc(-c2ccccc2)c1NC(=O)N1CCOCC1,104,0.3
CCCCN1C(=O)c2[nH]nc(-c3ccccc3O)c2C1c1ccc(OCc2ccccc2)c(OC)c1 (stereo unspecified),106,-0.2
Cc1cc2c(cc1S(=O)(=O)CCC(=O)N(C)Cc1ccccc1)OCC(=O)N2,103,-0.6
COc1cc(/C=C2\SC(=Nc3ccccc3)N(c3ccccc3)C2=O)cc(OC)c1O,111,0.8
O=C1OC(CC(=O)N2CCN(c3ccc(F)cc3)CC2)c2ccccc21 (stereo unspecified),99,-0.6
CC(CCC(=O)NC1CCCCC1)C(=O)O (stereo unspecified),100,-0.4
CCOc1ccc(OCC)c(NS(=O)(=O)c2c(C)[nH]c(=O)[nH]c2=O)c1,100,-0.4
COc1ccc(C2C=C(c3ccccc3)NC(=O)C2C#N)cc1 (stereo unspecified),110,1
O=C(NCC(F)(F)F)Nc1ccccc1,101,0.4
Cc1ccc(CSCCC(=O)NCc2ccc(F)cc2Cl)cc1,105,-1.3
C=C(C)C1CC[C@]2(C(=O)O)CC[C@]3(C)[C@H](CC[C@@H]4[C@@]5(C)CC[C@H](O)C(C)(C)[C@@H]5CC[C@]43C)[C@@H]12 (stereo partly specified),104,1
Cc1ccc(CCNC(=O)C2COc3ccccc3C2)cc1 (stereo unspecified),98,-2.1
Cc1ccc2[nH]c3c(c2c1)CCC1C3=NNC1c1ccco1 (stereo unspecified),70,-10
CC(=O)Nc1ccc(NS(=O)(=O)c2c(C)nc3sccn3c2=O)cc1,111,0.6
COCCN1C(=O)c2ccccc2C(C(=O)NCCN(C)C)C1c1ccc(F)cc1 (stereo unspecified),99,-2.1
Cc1c(Cc2ccccc2)c(=O)oc2cc(OC3CCCCC3=O)ccc12 (stereo unspecified),101,-0.3
CNC(=O)c1ccc(NC(=O)C2=CSCCO2)cc1,102,0.8
O=C(Nc1sc2c(c1CN1CCOCC1)CCCC2)c1ccccc1,102,0.5
COc1ccccc1NC(=O)Cn1c(=O)c(CNc2ccccc2)cc2cc(OC)c(OC)cc21,101,-0.8
CCOC(=O)c1cccc(NC(=O)CCc2c(C)nc3c4cccnc4nn3c2C)c1,105,0.1
COc1ccccc1N1CCN(C(=O)c2cc(CC(C)C)on2)CC1,106,0.5
CCC(=O)Nc1nnc(SCc2cc(=O)c3cc(C)ccc3[nH]2)s1,99,-1.4
O=C(NCc1ccccc1)c1cc(-c2ccccc2)c(N2CCOCC2)s1,102,0
O=C(Cc1cccs1)Nc1nccs1,101,-0.2
N#Cc1cnn(C(=O)c2ccc(NS(=O)(=O)c3cccs3)cc2)c1N,100,-0.1
COC(=O)c1c(C)oc2ccc(N(C(=O)c3ccncc3)S(=O)(=O)c3cc(C)ccc3C)cc12,99,-1.9
COCCN1C(=O)c2ccccc2C(C(=O)NC2CCCC2)C1c1c[nH]c2ccccc12 (stereo unspecified),104,0.6
COc1cc(NC(=O)COc2cc(C)c(Cl)c(C)c2)ccc1NC(=O)c1cc2ccccc2o1,100,-0.4
O=C(/C=C/c1ccc(F)cc1)Nc1nc2n(n1)C(c1ccc(Cl)cc1)C=C(c1ccccc1)N2 (stereo unspecified),113,1.1
COc1cccc(N(C(=O)/C=C/c2ccco2)c2nc3ccccc3s2)c1,105,0.6
CN(C)Cc1cccc(C(=O)O)c1,101,-0.2
O=C1OC2(CCCCC2)OC(=O)C1=Cc1ccc2c(c1)OCO2,101,-0.1
Cc1ccc(NC(=O)CCn2c(=O)[nH]c3ccsc3c2=O)cc1,101,0.2
COc1ccc(/C=C2\C(=O)N(C)c3ccccc32)cc1O,101,-0.2
Cc1cc(C(=O)CSc2n[nH]c(N)n2)c(C)n1-c1cccc(S(=O)(=O)N2CCOCC2)c1,99,-0.6
Cc1ccc2[nH]cc(NC(=O)N3CCCCC3)c(=O)c2c1,103,0.2
CCOc1ccc(C(=O)c2cn(CC(=O)Nc3ccc4c(c3)OCO4)c3ccc(OC)cc3c2=O)cc1,111,0.7
COc1cc(OC)c2c(O)cc(=O)[nH]c2c1,99,-0.1

# Already shown: entries from further up.
SMILES,Polio RdRp inh,Polio RdRp inh FP z-score
N#Cc1cnn(C(=O)c2ccc(NS(=O)(=O)c3cccs3)cc2)c1N,100,-0.1
COC(=O)c1c(C)oc2ccc(N(C(=O)c3ccncc3)S(=O)(=O)c3cc(C)ccc3C)cc12,99,-1.9
COCCN1C(=O)c2ccccc2C(C(=O)NC2CCCC2)C1c1c[nH]c2ccccc12 (stereo unspecified),104,0.6
COc1cc(NC(=O)COc2cc(C)c(Cl)c(C)c2)ccc1NC(=O)c1cc2ccccc2o1,100,-0.4
O=C(/C=C/c1ccc(F)cc1)Nc1nc2n(n1)C(c1ccc(Cl)cc1)C=C(c1ccccc1)N2 (stereo unspecified),113,1.1
COc1cccc(N(C(=O)/C=C/c2ccco2)c2nc3ccccc3s2)c1,105,0.6
CN(C)Cc1cccc(C(=O)O)c1,101,-0.2
O=C1OC2(CCCCC2)OC(=O)C1=Cc1ccc2c(c1)OCO2,101,-0.1
Cc1ccc(NC(=O)CCn2c(=O)[nH]c3ccsc3c2=O)cc1,101,0.2
COc1ccc(/C=C2\C(=O)N(C)c3ccccc32)cc1O,101,-0.2
Cc1cc(C(=O)CSc2n[nH]c(N)n2)c(C)n1-c1cccc(S(=O)(=O)N2CCOCC2)c1,99,-0.6
Cc1ccc2[nH]cc(NC(=O)N3CCCCC3)c(=O)c2c1,103,0.2
CCOc1ccc(C(=O)c2cn(CC(=O)Nc3ccc4c(c3)OCO4)c3ccc(OC)cc3c2=O)cc1,111,0.7
COc1cc(OC)c2c(O)cc(=O)[nH]c2c1,99,-0.1

# Following part
SMILES,Polio RdRp inh,Polio RdRp inh FP z-score
N#CC1(C#N)C2CCCCC23OC(=N)C1(C#N)C(c1cccnc1)O3 (stereo unspecified),97,-0.5
CCN(CC)C(=O)CSc1nc2ccccc2c(=O)n1CC,103,0.6
O=C(Nc1ccc(Br)cc1)c1cc(-c2cccs2)nc2ccccc12,109,1.5
Cc1ccc(NC(=O)C2=CSCCO2)cc1,100,-0.6
CN(C)c1ccc(-c2nc(-c3ccccn3)no2)cc1[N+](=O)[O-],108,0.1
COc1ccc(N(C(=O)c2ccncc2)S(=O)(=O)c2cccs2)cc1,102,0.5
CC1CCC(C(=O)Nc2cc3c(cc2N2CCCCC2)n(C)c(=O)c(=O)n3C)CC1 (stereo unspecified),102,0.5
CC(C)c1ccc(N2C(=O)CSC23C(=O)N(Cc2ccccc2F)c2ccccc23)cc1 (stereo unspecified),106,0.1
Cc1cc(C(=O)COc2ncnc3c2cnn3-c2ccccc2)c(C)n1C1CC1,110,0.9
CC(=O)Nc1ccc(NC(=O)CCC2CCCC2)cc1,101,0
CCNc1nc(NC(C)C)nc(NC(N)NOC)n1 (stereo unspecified),103,0.2
CSc1cccc(NC(=O)C2CCN(S(=O)(=O)c3ccc4c(c3)CCCN4C(=O)C3CCC3)CC2)c1,106,-0.3
CCOc1ccc(NC(=O)C2CCCN(S(=O)(=O)c3cccc4nonc34)C2)cc1 (stereo unspecified),107,0.5
CC(C)c1ccc(-c2noc(SCC(=O)N3CCN(c4ccc(F)cc4)CC3)n2)cc1,101,-1.3
O=C(c1ccc2c(c1)N(Cc1ccc(Cl)cc1)C(=O)c1ccccc1S2(=O)=O)N1CCCCCC1,107,0.3
COc1ccc(-c2cc(C(=O)Nc3cnn(Cc4ccc(F)cc4)c3)no2)cc1OC,106,0.4
O=C(O)C1=C(Nc2ccccc2)OCC1=O,101,-0.3
CCCCN(Cc1ccccc1)C(=O)c1oc(=O)c2ccccc2c1-c1ccc(C)cc1,109,0
COc1ccc(NC(=O)CC2C(=O)N(c3ccccc3)C(=O)N2C2CCCCC2)cc1 (stereo unspecified),108,0.4
CN1C(=C(C#N)C(=O)COc2ccc(F)cc2Cl)N(C)c2ccccc21,104,0.3
Cc1c(C(=O)N2CCOCC2)c(S(=O)(=O)NCCc2ccc(Cl)cc2)c(C)n1C,105,1.8
CCOC(=O)COc1ccc2c(=O)c(-c3cscn3)coc2c1,99,-0.1
CC(=O)Nc1c(C(=O)c2ccc(F)cc2)oc2ccccc12,100,-0.1
CCCN1CCC[C@@H]2Cc3[nH]ncc3C[C@H]21,100,0.4
O=C(CCCc1nc2ccccc2s1)NC1CCOC1=O (stereo unspecified),102,0
O=C(NCCCO)c1cc2ccccc2oc1=O,101,-0.1
COc1ccc(N(C)C(=O)c2ccc3c(c2)nnn3C)cc1,104,0.5
CCOC(=O)C(O)(C1C(=O)CC(C)(C)CC1=O)C(F)(F)F (stereo unspecified),101,-0.2
CC(Sc1ccccc1F)C(=O)Nc1ccc(S(N)(=O)=O)cc1 (stereo unspecified),103,0
COc1cccc(OC)c1C(=O)Nc1nnc(C)s1,102,-0.1
Cc1cc(-n2c(C)cc(C(=O)CSc3ccc4c(c3)OCCO4)c2C)no1,104,0.1
CCN(CC(=O)NC1CCS(=O)(=O)C1)C(=O)c1cc(C)on1 (stereo unspecified),98,-0.9
O=C1Cc2cccc3cccc1c23,97,-0.2
COc1ccc(C)cc1S(=O)(=O)NC(C)(C)C,100,-0.6
CC1CN(C(=O)COC(=O)C23CC4CC(CC(C4)C2)C3)CC(C)O1 (stereo unspecified),101,-0.1
CCc1cccc(C)c1NC(=O)C1=C(C)C(=O)OC12CCC(C)CC2 (stereo unspecified),107,0.4
O=C(OCCN1C(=O)c2ccccc2C1=O)c1ccc(S(=O)(=O)NCc2ccco2)cc1,104,0.2
Cc1ccc(-c2nc3cccc(C)n3c2Nc2ccc3c(c2)OCCO3)cc1,105,0.1
COc1ccc2c(CNCCc3ccccc3)c(C(=O)O)n(Cc3cccc(F)c3)c2c1,103,0
O=C(CN1N=C(c2ccccc2)CCC1=O)NC1CCCC1,103,0.9
Cc1ccc(OCCN2CCN(c3cc(C)c(C#N)c4nc5ccccc5n34)CC2)cc1,103,0.3
CC1Cc2ccccc2N1C(=O)c1nc2ccccc2s1 (stereo unspecified),102,0.4
Cc1ccccc1CNC(=O)Cc1csc2ccccc12,108,0.3
CCOC(=O)c1cnc(Nc2nc3ccccc3s2)nc1C,99,-0.6
CCO/C(C)=C(\C#N)C(N)=O,99,-0.7
COc1ccc(-c2nnc(SCC(=O)Nc3c(C)cccc3C)nc2-c2ccc(OC)cc2)cc1,104,-0.4
Cc1noc(C)c1S(=O)(=O)Nc1ccc(N2CCN(C(=O)OC(C)(C)C)CC2)nc1,101,-0.1
Cc1ccc(C)c(-n2ccn(CC#N)c(=O)c2=O)c1,105,0.8
COc1cc(Br)c(CC(=O)OCc2nc(N)nc(Nc3ccc(C)cc3)n2)cc1OC,109,0.7
Cc1ccc2oc(C(=O)N(Cc3ccccc3F)C3CCS(=O)(=O)C3)c(C)c2c1 (stereo unspecified),100,-1.8
COc1cc(OC)c(NC(=O)c2ccc3nc(C(C)C)oc3c2)cc1Cl,112,1.1
CCCCCn1c(N2CCOCC2)nc2c1c(=O)n(CC(N)=O)c(=O)n2C,101,0.2
Cc1cc(NC(=O)CSc2nc3ccc(N4CCOCC4)cc3c(=O)n2CCc2ccccc2)n[nH]1,100,-0.4
COc1cccc(CNc2ccc3c(c2)ncn3C2CCCCC2)c1,100,-0.2
COc1ccc2cc3cc(C(=O)NCCc4ccccc4)sc3nc2c1Cl,101,-1.3
O=C(/C=C/c1cccs1)NC(=S)NCc1ccccc1,100,-0.7

# An excerpt; the hit share may differ from the screen's.
